# Compound activity as filed in PubChem BioAssay.
# S100A4 MyoIIA: S100A4-myosin IIA interaction inhibition; P26447; inhibition, % at 10.7 µM; S100A4/TAMRA-MyoIIA peptide fluorescence polarization; actives 0.14% (n = 360,000);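 active means mean inhibition of at least 70% across replicates, with every replicate also reaching that level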
# Target sequence (P26447 whole entry, looked up): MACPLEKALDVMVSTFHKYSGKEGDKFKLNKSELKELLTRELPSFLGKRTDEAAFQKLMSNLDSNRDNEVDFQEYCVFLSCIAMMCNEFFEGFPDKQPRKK
#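 Material: S100A4 monomer (human). Medium: Calcium-containing HEPES buffer, pH 7.2. Probe or stimulus: labelled myosin peptide probe, 5 nM. Compound dosing: one concentration per compound. Timing: polarization read 5 min after assay mix addition, stable 5–60 min. Benchmarks: DMSO as neutral control, TFP as positive control.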
# FN deposition inh: fibronectin deposition inhibition; AH1F fibroblasts, Alexa488-fibronectin deposition fluorescence, overnight; inhibition, % at 12.6 µM; actives 0.086% (n = 350,000); AID 743247;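 active means mean inhibition across replicates of 30% or more, regardless of how many single replicates reach that level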;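 further: positive control wells lacked labelled fibronectin entirely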
#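 Measured by – fluorescence 485/525 nm · System – AH1F fibroblast monolayer, labelled fibronectin deposition · Amount – 10000 cells per well · Buffer or medium – serum-reduced DMEM (2% serum) · Doses – single dose, pinned · Also added – fluorescent fibronectin at 24 nM final · Schedule – 1 h cell attachment, overnight exposure to compound and label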
# esBAF inh: blocks esBAF chromatin remodeling in mouse ES cells; reporter increase, % at 12.5 µM; Bmi1-luciferase knock-in reporter, 24 h; 100% = twice the neutral-well signal; actives 2% (n = 350,000); in the data active means activation above about 40%;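 further: 0% = median of the plate's neutral control wells and 100% = double that signal; a rise in the Bmi1 reporter signal indicates esBAF inhibition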
# XiGFP reactiv: reactivates the inactive X chromosome in mouse fibroblasts; XiGFP mouse fibroblasts, % GFP-positive cells imaging, 3 d; cells co-treated with 5-aza-dC sensitizer; scaled so ellipticine positive control = 100%; activation, % at 7.58 µM; actives 0.055% (n = 360,000); AID 743238;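 active means mean normalized replicate activation at least 10% and every replicate at or above 10%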;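 further: 0% = median of on-plate neutral control wells and 100% = ellipticine 6 µM median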
#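 System: XiGFP fibroblasts, SV40-immortalized. Medium: DMEM plus 5-aza-dC sensitizer. Doses: single point. Timing: 3 d treatment, 15 min room-temperature fixation. Control set: ellipticine 6 µM.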
# RAD54 branch: RAD54 (human) branch migration inhibition. RAD54 Holliday junction branch migration, FAM/BHQ fluorescence. inhibition, % at 10.4 µM. actives 0.14% (n = 360,000). AID 602329;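 active means mean normalized replicate activity at least 40 and at least half of replicates scoring 40 or more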;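 further: 0% = median of neutral control wells and 100% = median of positive control wells; inhibitors cause a drop in the FAM fluorescence signal; in these data hits start at about 50%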
# E-sel inducer: E-selectin induction on HUVECs. P16581. AID 686992. activation, % at 7.58 µM. actives 0.37% (n = 260,000). HUVEC E-selectin immunofluorescence imaging; normalized: neutral wells 0, TNF-alpha wells 100;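 active means mean E-selectin-positive cell signal at least 10% of the positive control, reached in at least 60% of replicates, without over 20% cell loss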;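 further: in these data hits start at about 27%; measured in HUVEC primary endothelial cells; signal is the percent of cells scored E-selectin positive by PE staining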
# Target sequence (P16581 whole entry, looked up): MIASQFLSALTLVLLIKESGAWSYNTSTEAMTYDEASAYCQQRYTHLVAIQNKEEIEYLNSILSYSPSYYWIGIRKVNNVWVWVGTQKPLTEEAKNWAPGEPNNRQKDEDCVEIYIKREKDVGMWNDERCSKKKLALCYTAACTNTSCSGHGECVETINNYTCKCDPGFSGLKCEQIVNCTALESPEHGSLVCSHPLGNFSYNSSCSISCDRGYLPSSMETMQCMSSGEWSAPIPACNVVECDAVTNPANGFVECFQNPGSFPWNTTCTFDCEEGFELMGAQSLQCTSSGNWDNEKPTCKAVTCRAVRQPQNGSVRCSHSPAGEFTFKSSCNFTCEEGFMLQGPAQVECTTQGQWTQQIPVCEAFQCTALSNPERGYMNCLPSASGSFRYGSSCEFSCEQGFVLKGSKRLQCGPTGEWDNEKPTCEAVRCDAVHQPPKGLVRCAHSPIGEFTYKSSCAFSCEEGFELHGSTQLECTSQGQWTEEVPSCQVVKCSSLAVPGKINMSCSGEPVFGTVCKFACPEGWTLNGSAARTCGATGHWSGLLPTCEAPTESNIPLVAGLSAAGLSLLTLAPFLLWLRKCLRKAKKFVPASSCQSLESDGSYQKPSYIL
#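 Read-out basis: % PE-positive cells; Test system: HUVEC primary endothelial cells; Technique: immunofluorescence imaging; Dosing: single-point compound dose.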
# EWS-Fli block: inhibitors of EWS/Fli oncoprotein transcriptional activity; A673 NR0B1-luciferase reporter, viability-normalised; inhibition, % at 12.6 µM; actives 0.67% (n = 350,000); AID 651661;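 active means mean inhibition of at least 50% after viability correction, with every replicate also passing that limit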;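 further: firefly luciferase signal divided by Alamar Blue viability fluorescence both relative to DMSO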
# RAD52 anneal inh: inhibitors of human RAD52 DNA annealing. recombinant RAD52 DNA annealing, FRET fluorescence. inhibition, % at 18.7 µM. actives 0.46% (n = 360,000);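 active means every replicate showing at least 50% inhibition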
# * = called active by the depositor; . = not tested or not shown; & = joins results of further samples.
SMILES,S100A4 MyoIIA,FN deposition inh,esBAF inh,XiGFP reactiv,RAD54 branch,E-sel inducer,EWS-Fli block,RAD52 anneal inh
COc1ccc(NC(=O)Nc2ccc3c(c2)OCO3)c(C)c1,1.6,.,35.1,0.0,-3.1,1.6,.,0.6
Cc1ccccc1-n1nnnc1SC(C)C(=O)Nc1ccc(N2CCN(C)CC2)cc1 (configuration not stated),-7.6,15.7,2.4,0.1,-1.9,.,10.3,-4.2
COC(=O)CSc1nnc(CNC(=O)c2ccco2)n1-c1ccc(F)cc1,-0.8,.,-8.1,.,-14.8,.,0.4,-19.5
CC(C)(C)NC(=O)CSc1ncnc2c1cnn2-c1ccccc1,2.0,-5.4,24.2,0.3,-4.2,-0.1,-18.2,-1.4
CCN(CC)CCCNc1nc2ccccc2[nH]1,2.8,-3.8,1.5,0.3,1.3,0.1,-2.8,0.8
COc1ccc(S(=O)(=O)N[C@@H]2CCCN(Cc3ccc(OCCO)cc3)C2)cc1,-11.2,.,.,.,-56.1,.,-20.7,9.7
NS(=O)(=O)c1ccc(CCNC(=O)c2ccc(Cn3c(=O)[nH]c4ccccc4c3=O)cc2)cc1,-0.9,-2.2,.,-0.1,.,2.5,7.0,-11.2
CCN(CC)S(=O)(=O)c1cc(NC(=O)C2CSC3(C)CCC(=O)N23)ccc1C (configuration not stated),-6.5,-6.5,-3.0,0.0,11.4,-0.7,-2.0,-15.2
C[C@H](CO)N1C[C@H](C)[C@@H](CN(C)C)Oc2ncc(-c3ccc(C(=O)N(C)C)cc3)cc2C1=O,-12.6,-2.7,4.9,-0.7,7.8,0.1,-6.1,-4.4
CCCCn1nnnc1C1(C)CCC(=O)N1CCCn1ccnc1 (configuration not stated),-4.3,.,.,0.4,.,2.4,26.8,0.0
Cc1ccc(S(=O)(=O)N2CCCCC2)cc1C(=O)Nc1ccc(S(=O)(=O)Nc2ncccn2)cc1,-3.9,2.0,-8.9,-0.2,8.2,-0.2,4.4,0.7
O=C(NNC(=O)c1ccc(F)c(S(=O)(=O)N2CCOCC2)c1)c1ccc([N+](=O)[O-])cc1,14.7,2.7,-4.6,-0.1,2.2,1.2,-5.6,-21.5
NC(=O)C[C@@H]1NC(=O)c2cc([N+](=O)[O-])cc(F)c2NCCCC[C@@H](C(N)=O)NC(=O)[C@H](CO)NC1=O,-4.3,14.3,.,1.2,.,0.3,4.2,8.0
COCC(=O)N1CC(=O)N2[C@@H](CO)[C@H](c3ccc(-c4cccnc4)cc3)[C@@H]2C1,-12.8,.,.,0.0,.,0.4,13.5,3.8
Cc1noc(C)c1NC(=O)Nc1cccc2c1O[C@@H](CN(C)C(=O)Nc1ccc3c(c1)OCO3)[C@@H](C)CN([C@H](C)CO)C2=O,1.6,-4.5&-3.3,8.7,-0.6&0.1,4.2,-0.1&0.4,2.7,-9.9
CN1c2ccc(-c3ccccc3F)cc2[C@@H]2[C@@H](CCN2S(=O)(=O)c2ccccc2F)[C@H]1CO,-0.1,10.8,-2.4,0.2,8.8,-0.7,-1.4,-12.8
CCOc1ccc(S(=O)(=O)NCCCn2ccnc2)cc1,4.1,-7.5,-6.9,0.1,13.2,4.1,2.4,-7.1
Clc1ccccc1-c1ncc2ccccn12,-21.5,.,.,0.0,.,.,-16.1,-34.2
C[C@H](CO)N1C[C@H](C)[C@@H](CN(C)Cc2ccc(Oc3ccccc3)cc2)Oc2c(NC(=O)Nc3ccc(F)cc3)cccc2C1=O,-10.6,.,-1.4,0.0,-1.6,3.3,-15.5,5.2
Cc1ccc(CNC(=O)c2cn(C)c3ccc(S(=O)(=O)N4CCOCC4)cc3c2=O)cc1,-2.5,1.0,-3.7,0.1,8.7,0.2,.,-6.0

# Part of the list above in order of heavy-atom count, descending.
SMILES,S100A4 MyoIIA,FN deposition inh,esBAF inh,XiGFP reactiv,RAD54 branch,E-sel inducer,EWS-Fli block,RAD52 anneal inh
C[C@H](CO)N1C[C@H](C)[C@@H](CN(C)Cc2ccc(Oc3ccccc3)cc2)Oc2c(NC(=O)Nc3ccc(F)cc3)cccc2C1=O,-10.6,.,-1.4,0.0,-1.6,3.3,-15.5,5.2
NC(=O)C[C@@H]1NC(=O)c2cc([N+](=O)[O-])cc(F)c2NCCCC[C@@H](C(N)=O)NC(=O)[C@H](CO)NC1=O,-4.3,14.3,.,1.2,.,0.3,4.2,8.0
Cc1ccc(S(=O)(=O)N2CCCCC2)cc1C(=O)Nc1ccc(S(=O)(=O)Nc2ncccn2)cc1,-3.9,2.0,-8.9,-0.2,8.2,-0.2,4.4,0.7
C[C@H](CO)N1C[C@H](C)[C@@H](CN(C)C)Oc2ncc(-c3ccc(C(=O)N(C)C)cc3)cc2C1=O,-12.6,-2.7,4.9,-0.7,7.8,0.1,-6.1,-4.4
Cc1ccc(CNC(=O)c2cn(C)c3ccc(S(=O)(=O)N4CCOCC4)cc3c2=O)cc1,-2.5,1.0,-3.7,0.1,8.7,0.2,.,-6.0
O=C(NNC(=O)c1ccc(F)c(S(=O)(=O)N2CCOCC2)c1)c1ccc([N+](=O)[O-])cc1,14.7,2.7,-4.6,-0.1,2.2,1.2,-5.6,-21.5
COCC(=O)N1CC(=O)N2[C@@H](CO)[C@H](c3ccc(-c4cccnc4)cc3)[C@@H]2C1,-12.8,.,.,0.0,.,0.4,13.5,3.8
CCCCn1nnnc1C1(C)CCC(=O)N1CCCn1ccnc1 (configuration not stated),-4.3,.,.,0.4,.,2.4,26.8,0.0
CCOc1ccc(S(=O)(=O)NCCCn2ccnc2)cc1,4.1,-7.5,-6.9,0.1,13.2,4.1,2.4,-7.1
Clc1ccccc1-c1ncc2ccccn12,-21.5,.,.,0.0,.,.,-16.1,-34.2

# Remaining list, next part:
SMILES,S100A4 MyoIIA,FN deposition inh,esBAF inh,XiGFP reactiv,RAD54 branch,E-sel inducer,EWS-Fli block,RAD52 anneal inh
C[C@H](CO)N1C[C@H](C)[C@@H](CN(C)S(C)(=O)=O)Oc2c(NC(=O)Nc3cccc4ccccc34)cccc2C1=O,0.9,.,-1.7,0.1,-12.1,12.9,14.3,10.5
CCCC(=O)Nc1ccc2c(c1)OC[C@H](C)N(C(=O)c1ccccc1F)C[C@@H](C)[C@@H](OC)CN(C)C2=O,.,-27.4,-1.3,0.3,.,-0.1,3.2,.
Cc1ccc(OC2CCN(C(=O)C3CCC(=O)N(C4CC4)C3)CC2)cc1 (configuration not stated),0.2,-2.6,-3.0,0.3,4.3,.,.,-3.3
CCN(C(=O)C1CCCN1S(=O)(=O)c1ccc2c(c1)n(C)c(=O)c(=O)n2C)c1ccccc1 (configuration not stated),2.6,-13.6,-2.2,0.0,-8.9,0.1,-1.4,-25.7
CC(=O)c1c(C)n(-c2ccccc2)c2ccc(OCC(N)=O)cc12,0.0,-3.3,2.3,0.0,0.1,5.7,0.6,5.2
CCCC(=O)Nc1ccc2c(c1)C(=O)N(C)[C@H]1CC[C@@H](CC(=O)NCCCN(C)C)O[C@@H]1CO2,-10.4,2.1,8.1,-0.1,-4.3,0.0,-8.7,-8.7
CCNC(=S)Nc1ccc2ncoc2c1,-3.6,0.5,-2.4,0.0,1.7,3.4,1.1,-10.4
CCOc1ccc(NC(=O)C2CCC(CNc3c(N4CCC(C)CC4)c(=O)c3=O)CC2)cc1 (configuration not stated),0.4,1.2,.,0.2,12.5,.,11.1,-1.1
O=C(C1CCOCC1)N1CC(=O)N2[C@H](CO)[C@H](c3ccc(-c4cccnc4)cc3)[C@H]2C1,.,-3.8,.,0.3,.,-0.2,-2.9,-5.1
O=C(NCCN1CCN(C(=O)c2ccc([N+](=O)[O-])cc2)CC1)C(=O)Nc1ccc(F)cc1,4.1,-5.3,.,0.0,-2.5,.,-0.4,-0.1
COc1cc(OC)cc(-c2nc3nc(C)c(CCC(=O)NCC(OC)OC)c(C)n3n2)c1,-0.9,-8.9,.,0.0,.,.,-1.0,6.5
Brc1ccc(CSc2ccc(-c3ccco3)nn2)cc1,-2.4,1.9,.,0.0,.,-0.1,-94.9,-4.9
C[C@H](c1ccccc1)N1C[C@@H](COCc2ccccc2)Oc2cc(N3CCC[C@H]3CO)ccc2S1(=O)=O,-3.8,-12.5,.,0.1,.,-0.2,4.3,-24.7
C[C@H]1CN([C@@H](C)CO)C(=O)CCCn2cc(nn2)CO[C@H]1CN(C)C(=O)Nc1cccc2ccccc12,-0.2,8.8,-0.3,0.3,-8.3,0.5,-1.9,14.5
COC(=O)c1cnc(Nc2nc(C(N)Cc3ccc(OC)cc3)cs2)nc1C(F)(F)F (configuration not stated),-7.8,2.0,-6.6,-0.1,-0.2,-0.2,-5.4,-36.4
CC(=O)c1ccc(OCc2cc([N+](=O)[O-])cc3c2OCOC3)cc1,-0.4,-6.7,6.4,0.1,.,-0.2,-6.8,-22.4
COC(=O)[C@@H]1[C@@H](CO)[C@@H]2Cn3c(ccc(/C=C/c4ccccc4)c3=O)[C@@H]2N1C(=O)C1CCCC1,-3.5,.,3.4,0.1,-0.2,0.0,-2.9,3.3
COc1ccc(Nc2nc3c(C)cccn3c(=O)c2C=NCc2ccccc2)cc1,0.8,-1.3,.,-0.1,.,.,-13.0,-18.4
O=C1CCC(=O)N1CNc1ccc(Oc2ccccc2)cc1,-3.1,.,-4.4,.,1.6,.,-6.6,6.3
C[C@@H]1CCCCO[C@@H](CN(C)Cc2ccc3c(c2)OCO3)[C@@H](C)CN([C@@H](C)CO)C(=O)c2cc(NC(=O)CCC(F)(F)F)ccc2O1,-8.9,.,6.2,0.0,-6.3,0.3,-9.9,11.0
Fc1ccccc1-c1nc(NC2CCCC2)c2ccccc2n1,-0.2,-0.2,-27.6,0.0,2.4,0.2,21.5,-8.3
Cc1ccc(S(=O)(=O)NCc2ccccn2)c(C)c1,0.3,0.3,2.0,-0.1,-8.5,.,2.7,-9.4
CCN(CC)CCOCCOc1ccc(Cl)c2ccccc12,0.5,-3.4,.,0.9,.,.,1.1,22.7
CCOc1cc(/C=C2\C(=O)N(CCC#N)N=C2C)ccc1OCC(N)=O,2.3,0.1,.,0.2,.,0.6,8.5,-1.2
Cc1ccc(Sc2nc([N+](=O)[O-])nn2C)cc1,0.0,0.4,.,-0.1,9.7,.,-11.7,-6.1
COc1ccc2sc(-c3ccccc3OC)c(-c3ccc(OC)c(F)c3)c2c1,2.4,-4.7,-2.7,0.2,3.6,-0.1,-1.0,-7.3
C[C@@H]1CCCCO[C@@H](CN(C)C(=O)C2CCCCC2)[C@H](C)CN([C@@H](C)CO)C(=O)c2cc(NS(C)(=O)=O)ccc2O1,10.8,.,4.3,0.0,-2.9,-0.2,-1.4,-1.2
C[C@H](CO)N1C[C@H](C)[C@H](CN(C)S(=O)(=O)c2cccs2)Oc2ncccc2C1=O,-4.4,.,-4.5&-3.5,0.0,-5.7,0.1,-6.4&-4.7,7.0
Cc1c(/C=N\NC(=O)c2c[nH]c3ccccc23)cnn1C,1.6,-0.2,.,0.0,.,.,-22.5,-15.1
COc1ccc(S(=O)(=O)N[C@@H]2C=C[C@@H](CC(=O)N3CCC(Cc4ccccc4)CC3)O[C@H]2CO)cc1,-17.4,-5.5,6.3,0.1,-5.3,0.2,-2.9,1.2
COC(=O)c1[nH]c2ccccc2c1CN1CCOCC1,1.5,3.1,-7.3,-0.1,9.2,0.1,9.5,-14.6
